# High-throughput results deposited in PubChem by National Center for Advancing Translational Sciences (NCATS).
# p53null 39C tox – kills p53 null cells at the nonpermissive temperature; H1299 p53-null (neo) cells, 39C, ATPlite viability, 24 h; Potency, µM (top dose mostly 46.1 µM), for inactives: at the highest dose activity, negative = cell killing, hits mostly cytotoxic; 55,000 compounds, 0.97% hits; AID 904;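 also: potency is read from the fitted curve at half-maximal effect; 0% = DMSO only and -100% = full killing by 100 µM tamoxifen; nearly all actives have a fitted effect of over 50% in size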
#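 Luminescent ATP signal reported cell survival after H1299 lines (neo, p53 null; or p53 A138V) received up to 46 uM compound and 24 hr incubation at 39C.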
# p53null 32C tox – p53 null cell cytotoxicity, permissive temperature; H1299-neo p53 null cells, ATP luminescence, 24 h, 32C; Potency, µM (titrated, usually from 46.1 µM), without a hit: at the top dose activity change, negative = cytotoxicity, actives largely listed as cytotoxic; 55,000 compounds, 0.62% hits; AID 903;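 also: potency is read from the fitted curve at half-maximal effect; 0% = DMSO only and -100% = full killing by 100 µM tamoxifen; nearly all actives have a fitted effect of over 55% in size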
#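 ATP-content luminescence in p53-null H1299-neo cells after 24 h compound exposure (up to 46 uM) at 32C permissive temperature; 0% and 100% killing set by DMSO and 100 uM tamoxifen; Hill-equation AC50.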
# GALK inh – GALK (human) enzyme inhibition; recombinant GALK, Kinase-Glo ATP luminescence, 1 h; Potency, µM (doses to about 57.5 µM), inactives show at the highest dose activity, negative = inhibition, most hits filed as inhibitors; 44,000 tested, under 10 active;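 also: plate controls were full GALK reaction for no effect and reaction lacking GALK for full effect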
# Target sequence (P51570 whole entry, looked up): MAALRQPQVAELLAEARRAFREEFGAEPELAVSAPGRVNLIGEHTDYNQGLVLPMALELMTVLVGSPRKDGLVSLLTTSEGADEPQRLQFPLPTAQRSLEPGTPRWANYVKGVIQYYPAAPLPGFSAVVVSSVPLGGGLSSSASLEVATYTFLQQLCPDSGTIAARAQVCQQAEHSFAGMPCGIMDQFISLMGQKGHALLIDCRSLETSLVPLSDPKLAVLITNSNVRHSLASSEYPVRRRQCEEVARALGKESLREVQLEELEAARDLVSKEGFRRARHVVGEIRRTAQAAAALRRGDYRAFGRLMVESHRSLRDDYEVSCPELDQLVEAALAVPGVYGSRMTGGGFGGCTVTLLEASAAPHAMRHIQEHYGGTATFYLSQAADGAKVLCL
#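 Luminescent ATP-depletion readout (Kinase-Glo Plus) after 1 h room-temperature incubation of human GALK (5 nM) with galactose 100 µM and ATP 35 µM, pH 8.0 HEPES/Mg2+ buffer; compounds tested in qHTS format.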
# NTMT1 inhibitor – inhibitors of human N-terminal methyltransferase NTMT1. 59,000 compounds, 2.5% hits. NTMT1 MTase-Glo SAH luminescence, purified enzyme. Potency, µM (top dose mostly 114 µM), for inactives: at the top dose activity change, negative = inhibition, actives largely listed as inhibitors. Q9BV86;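 also: potency is read from the fitted curve at half-maximal effect; plate controls were DMSO vehicle for no effect and no enzyme for full effect; nearly all actives have a fitted effect of over 65% in size; many of its hits are not listed in these tables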
# Target sequence (Q9BV86 whole entry, looked up): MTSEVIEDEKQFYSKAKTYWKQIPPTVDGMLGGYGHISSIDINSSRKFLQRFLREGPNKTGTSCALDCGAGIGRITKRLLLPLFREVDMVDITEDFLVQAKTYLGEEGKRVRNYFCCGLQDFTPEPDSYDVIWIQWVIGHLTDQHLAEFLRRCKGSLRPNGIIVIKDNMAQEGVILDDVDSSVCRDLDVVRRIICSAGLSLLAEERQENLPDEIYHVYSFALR
# B2AR arrestin ag – ADRB2 beta-arrestin recruitment. P07550. HTLA Tango cells, beta-arrestin recruitment, luciferase luminescence, 18 h. Potency, µM (series often up to 46.1 µM), for inactives: at the highest dose activation, most hits filed as activators. 44,000 tested, under 10 active. AID 1347077;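 also: potency is read from the fitted curve at half-maximal effect; 0% = DMSO and full agonism = EC100 isoproterenol or metaproterenol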
#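 Ligand-induced beta-arrestin recruitment to recombinant beta2-AR is measured via a tTA-driven luciferase reporter in Tango cells after 18 hr compound exposure at 37 degrees C. Concentrations span up to 46 microM.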
# PTAP-TSG101 blk – blocks PTAP binding to human TSG101, validation; Q99816; Fluorescence polarization, FITC-PTAP peptide/Tsg101, 20 min; Potency, µM (titrated, usually from 115 µM), for inactives: at the highest dose activity change, negative = inhibition, most hits filed as inhibitors; 44,000 tested, under 10 active; also: potency is read from the fitted curve at half-maximal effect; 0% is about no effect
# Target sequence (Q99816 whole entry, looked up): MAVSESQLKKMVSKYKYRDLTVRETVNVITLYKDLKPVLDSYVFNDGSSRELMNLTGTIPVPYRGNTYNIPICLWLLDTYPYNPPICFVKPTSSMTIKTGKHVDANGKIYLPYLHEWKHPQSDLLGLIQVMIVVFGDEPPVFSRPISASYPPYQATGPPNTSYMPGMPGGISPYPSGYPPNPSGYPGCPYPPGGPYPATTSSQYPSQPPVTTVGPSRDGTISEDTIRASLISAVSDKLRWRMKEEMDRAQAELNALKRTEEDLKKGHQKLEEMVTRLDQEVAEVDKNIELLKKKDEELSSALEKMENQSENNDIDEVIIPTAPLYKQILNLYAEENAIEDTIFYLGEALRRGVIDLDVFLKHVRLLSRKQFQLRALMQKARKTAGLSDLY
#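 The Tsg101 binding domain, at 10 uM final, is mixed with compound and a FITC peptide bearing the PTAP motif (50 nM final). After 20 min at r.t., polarization is measured; actives defined by CRC class, efficacy cut-off 60% inhibition.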
# FH mod – Identification of activators of human fumarate hydratase by quantitative high-throughput screening | Fumarate hydratase, mitochondrial (Homo sapiens), P07954 | FH coupled MDH/diaphorase resazurin fluorescence, 15 min | Potency, µM (titrated, usually from 79.9 µM), without a hit: top-dose activity change, negative = inhibition, actives largely listed as inhibitors | 54,000 compounds, 0.22% hits | AID 1347055, 2019; also: potency is read from the fitted curve at half-maximal effect; % is scaled to controls: 0 for no effect and ±100 for the full control effect; the screen sought activators but most active calls are inhibition curves; nearly all actives have a fitted effect of over 45% in size
# An asterisk follows results filed as active; ? = inconclusive; / = not tested or not shown; [ ] = another dose, or the depositor's remark. Calls follow the shape of the dose curve; as a rule, active = well fitted curve in the direction sought with a large enough effect; inconclusive = small, poorly fitted or top-dose-only effect, or another doubt; inactive = no such curve, though single readings can be large; an effect the other way counts as inactive or inconclusive. These rows are one share of the data (hit frequency here may not be typical).
SMILES,p53null 39C tox,p53null 32C tox,GALK inh,NTMT1 inhibitor,B2AR arrestin ag,PTAP-TSG101 blk,FH mod
CCc1ccc(-n2nc(C)c3c(C(=O)N4CCN(c5ccccc5)CC4)cc(C)nc32)cc1,-14%,-1%,-1%,-1%,0%,0%,?
CCCNC(=O)C1CCN(S(=O)(=O)c2ccc3c(c2)CCCN3C(C)=O)CC1,15%,-7%,3%,2%,-1%,-3%,-42%
CCOc1ccc(C(=O)c2oc3ccccc3c2NC(=O)Cc2coc3ccc(CC)cc23)cc1,9%,5%,0%,4%,-1%,0%,-18%
CC(=O)N1CCc2c(sc3c2c(=O)n(-c2cc(Cl)ccc2C)c(=O)n3Cc2ccccc2F)C1,?,18%,5%,15%,0%,-1%,?
CC(C)CN(CCNC(=O)CN1C(=O)CSc2ccc(S(=O)(=O)N3CCOCC3)cc21)CC(C)C,-19%,4%,2%,0%,0%,0%,-5%
CC1(C)N=C(SCc2ccccc2Cl)c2ccccc2N1,-17%,-3%,1%,?,1%,-5%,?
O=C(NCc1ccccc1)c1nc(S(=O)(=O)Cc2ccccc2)ncc1Cl,86%[activator],-14%,-2%,-1%,-1%,-2%,-9%
Cn1c(=O)oc2cc(S(=O)(=O)N3CCC(C(=O)Nc4ccc(F)c(Cl)c4)CC3)ccc21,-6%,3%,2%,11%,0%,1%,-15%
COc1ccccc1CNC(=O)C1CCN(S(=O)(=O)Cc2ccccc2)CC1,-8%,0%,3%,/,-2%,0%,/
Cc1ccc2c(c1)c(=O)c1ccccc1n2CCCC(=O)Nc1ccc(F)cc1F,-13%,4%,-3%,-4%,1%,-3%,-5%
Cc1ccc([N+](=O)[O-])cc1NC(=O)CN(c1ccccc1)S(=O)(=O)N(C)C,6%,-5%,1%,15%,0%,1%,1%
COc1ccc(S(=O)(=O)N2CCN(Cc3ccc4c(c3)OCO4)CC2)cc1OC,2%,-7%,1%,8%,1%,7%,-3%
CCOC(=O)c1noc2nc(C)n(CC(=O)Nc3ccc(Br)cc3C)c(=O)c12,?,-4%,0%,-11%,1%,0%,11%
Cc1ccc(C)c(N2CCN(C(=O)C3CCCN(S(=O)(=O)c4cccc5nsnc45)C3)CC2)c1 (centres undefined),14%,27%,2%,0%,-2%,-11%,-14%
O=C(Nc1cccc(C(F)(F)F)c1)c1cccc(C(=O)Nc2cccc(C(F)(F)F)c2)c1,13%,-2%,1%,21%,1%,-1%,11%
CCOc1ccc(NC(=O)C2CCN(S(=O)(=O)c3c(C)noc3/C=C/c3ccco3)CC2)cc1,5%,10%,6%,13%,1%,-1%,-2%
O=C(CSc1nc(-c2cccc(F)c2)[nH]c1-c1ccccc1)Nc1ccc2c(c1)OCO2,?,24%,2%,8%,1%,-5%,?
Cc1ccc(N2CCn3c2nc2c3c(=O)n(CCc3ccccc3)c(=O)n2C)cc1C,10%,13%,1%,-5%,4%,-12%,-2%
COc1ccc(-c2nc3ccccc3n2Cc2ccc(Cl)cc2)cc1,4µM*,56%[activator],0%,-13%,1%,1%,-38%
Cc1ccc(C(=O)CSc2nc(-c3ccccc3)nc3c2CCCC3)cc1C,8%,8%,0%,-9%,-1%,-1%,4%
CC(C)c1ccc(C2=CC(c3cccc(Cl)c3)n3ncnc3N2)cc1 (centres undefined),7%,8%,1%,6%,0%,1%,-5%
CCc1nc2ccccc2n2c(-c3ccccc3)c3c(=O)n(C)c(=O)n(C)c3c12,8%,3%,2%,?,1%,0%,-2%
COc1ccc(NC(=O)c2cc3c(=O)n(C)c4cc(Cl)ccc4c3s2)cc1Cl,12%,5%,2%,8%,0%,1%,3%
Cc1cc(C)cc(OCC(=O)Nc2nc(-c3ccc(F)cc3)ns2)c1,-24%,-9%,0%,?,-1%,4%,6%
COCc1cc(C)nc2sc3c(c12)NC(c1ccccc1C(=O)O)N(c1cccc(C(F)(F)F)c1)C3=O (centres undefined),-4%,4%,-6%,3%,-2%,1%,-18%
CC(C)(C)C1CCc2c(sc(NC(=O)c3cccc(Cl)c3)c2C(N)=O)C1 (centres undefined),-6%,-4%,13%,3%,0%,-1%,6%
CCOc1ccc2nc(N3CCCC(C(=O)NCCc4ccc(C)cc4)C3)sc2c1 (centres undefined),7%,-13%,-3%,10%,0%,0%,1%
CCOC(=O)c1ccccc1NC(=O)N1CC(C)Oc2ccc(C)cc21 (centres undefined),-2%,3%,0%,2%,-1%,0%,-24%
COc1cccc(-c2nc(CS(=O)(=O)CC(=O)NCCCc3ccccc3)c(C)o2)c1,-11%,3%,8%,2%,-2%,-2%,-28%
Cc1oc(-c2ccccc2F)nc1CS(=O)(=O)CC(=O)N1CCN(c2ccc(Cl)cc2)CC1,?,1%,-1%,?,-1%,-4%,-13%
COc1ccc(C(=O)Nc2ccc(-c3cc4ccccc4oc3=O)c(C)c2)cc1OC,1%,-6%,-20%,15%,-2%,4%,-20%
Cc1cc(C)cc(N(CC(=O)NCCc2ccc(Cl)cc2)S(=O)(=O)c2c(C)noc2C)c1,16%,0%,0%,-1%,0%,-1%,-7%
CCc1nnc(SCc2ccc(OC)cc2)c2cc3sc(C)cc3n12,-23%,-1%,3%,-2%,0%,4%,-17%
CCCCn1cnc2cc(NC(=O)c3cc(OC)c(OC)c(OC)c3)ccc21,-2%,12%,0%,6%,0%,0%,4%
COc1cc(SC)ccc1C(=O)Nc1ccc(S(=O)(=O)Nc2nccc(C)n2)cc1,13%,-4%,0%,2%,0%,1%,-16%
O=S(=O)(c1ccc(-n2cnnn2)cc1)N1CCN(c2cccc(C(F)(F)F)c2)CC1,-9%,0%,2%,-6%,-2%,3%,-5%
COc1ccc(NC(=O)CSc2nc3ccccc3nc2Cc2ccc(C)cc2)cc1Cl,-5%,-4%,1%,-3%,1%,1%,3%
CC(C)CC(NC(=O)C1CCC(C)CC1)C(=O)OCC(=O)c1ccc(Cl)cc1 (centres undefined),24%,-3%,0%,2%,1%,3%,-1%
Cc1cc(C)cc(NC(=O)Nc2ccc3nc(N4CCN(C)CC4)cc(C)c3c2)c1,5%,10%,0%,9%,-1%,1%,-6%
CCOc1ccc(C(=O)Nc2ccc(-n3nncc3-c3ccc(OC)cc3)cc2)cc1,-7%,3%,0%,25%,3%,0%,-1%
O=C(NCCCN1CCN(c2ccc(F)cc2)CC1)C1COc2ccccc2C1 (centres undefined),13%,-6%,-2%,-2%,-1%,-2%,-4%
COc1ccc(NC(=O)C(C)N2Cc3ccccc3C2=O)cc1OC (centres undefined),-3%,-10%,0%,-4%,0%,-2%,-5%
COc1ccc(CN2COc3ccc4c(-c5ccccc5)cc(=O)oc4c3C2)cc1,8%,9%,1%,-2%,8%,-7%,-15%
Cc1ccc2c(c1)c1c(c(=O)n(-c3ccccc3C)c(=O)n1Cc1ccccc1F)n2C,16%,-6%,0%,1%,-1%,-2%,-17%
COc1ccc(-c2nsc(NC(=O)c3oc4ccc(Cl)cc4c3C)n2)cc1,-14%,-5%,0%,14%,-1%,2%,0%
O=C(NCCCN1CCN(c2ccccc2F)CC1)c1nnc(Cc2ccc(Cl)cc2Cl)o1,-19%,10%,0%,3%,1%,-1%,-16%
CCOC(=O)N1CCc2c(sc(NCc3ccc(N(C)C)cc3)c2C(=O)Nc2ccccc2OCC)C1,26%,22%,2%,-2%,8%,-4%,-19%
Cc1ccc(NS(=O)(=O)c2ccc3[nH]c4c(c3c2)CCCCCC4)cc1,4%,44%[activator],0%,?,0%,1%,?
CCN(C(=O)Cn1c(=O)oc2cc(S(=O)(=O)N3CCCCC3)ccc21)c1ccccc1,-12%,-27%,-11%,-18%,1%,-2%,-6%
CCOC(=O)c1ccccc1NC(=O)c1sc2ccccc2c1Cl,-13%,9%,2%,3%,1%,2%,-20%
Cc1ccccc1NC(=O)c1c(C)oc2ccc(O)c(CN3CCCCCC3)c12,-10%,-2%,-8%,-15%,0%,0%,-9%
CCN(c1ccc(Cl)cc1)S(=O)(=O)c1nnc(NC(=O)c2ccccc2C)s1,-7%,-1%,2%,10%,0%,-3%,-26%
COc1ccccc1CNC(=O)CSc1nnc(C)c2c(C)n(-c3ccccc3)nc12,7%,9%,0%,4%,-1%,-1%,17%
COc1ccc(OC)c(CCNC(=O)C(C)n2c(C)c3cnn(-c4ccccc4)c(=O)c3c2C)c1 (centres undefined),-2%,4%,0%,5%,-3%,-5%,-3%
CCOC(=O)c1cc(C)n(CC2CCC(C(=O)Nc3ccc(C)cc3)CC2)c1C (centres undefined),56%[activator],42%[activator],1%,/,1%,6%,/
CC(=O)Nc1ccccc1-c1nc2ccccc2n(CC(=O)Nc2cccc(C(F)(F)F)c2)c1=O,-3%,-9%,0%,22%,-3%,-2%,1%
CCc1ccc2oc(-c3ccc(NC(=O)c4cc5ccccc5o4)cc3)nc2c1,-13%,8%,1%,-20%,-1%,2%,19%
CCc1ccc(NC(=O)c2sc3nc(C)cc(C)c3c2NC(=O)c2ccccc2)cc1,6%,-4%,17%,11%,1%,-2%,-1%
COc1ccc(-c2cn3c(n2)sc2cc(C(=O)NCC(C)c4ccccc4)ccc23)cc1 (centres undefined),6%,15%,5%,6%,0%,-3%,-7%
COc1ccc(CCNC(=O)CSc2n[nH]c(-c3ccccc3Cl)n2)cc1OC,7%,-2%,0%,2%,0%,-1%,?
COc1ccc(S(=O)(=O)N(CCc2ccccc2)CC(=O)Nc2cc(C)ccc2C)cc1,22%,2%,1%,?,-1%,0%,-20%
COc1ccc(CNC(=O)c2cccc(N3CCCS3(=O)=O)c2)cc1,-2%,-2%,0%,29%,0%,-6%,-8%
CC(=O)c1ccc(NC(=O)CSc2nnc3ccc(-c4ccc(F)cc4)nn23)cc1,2%,-3%,1%,1%,-4%,-3%,-16%

# Part of the list above in order of number of heavy atoms, ascending:
SMILES,p53null 39C tox,p53null 32C tox,GALK inh,NTMT1 inhibitor,B2AR arrestin ag,PTAP-TSG101 blk,FH mod
CCOC(=O)c1ccccc1NC(=O)c1sc2ccccc2c1Cl,-13%,9%,2%,3%,1%,2%,-20%
COc1ccc(CCNC(=O)CSc2n[nH]c(-c3ccccc3Cl)n2)cc1OC,7%,-2%,0%,2%,0%,-1%,?
CC(=O)c1ccc(NC(=O)CSc2nnc3ccc(-c4ccc(F)cc4)nn23)cc1,2%,-3%,1%,1%,-4%,-3%,-16%
COc1ccccc1CNC(=O)CSc1nnc(C)c2c(C)n(-c3ccccc3)nc12,7%,9%,0%,4%,-1%,-1%,17%
COc1ccc(S(=O)(=O)N(CCc2ccccc2)CC(=O)Nc2cc(C)ccc2C)cc1,22%,2%,1%,?,-1%,0%,-20%
